# PAX8 reporter: inhibitors of PAX8-driven TPO luciferase reporter, primary screen, RMG-I cells, single concentration; SteadyGlo, 24 h; inhibition, % at 12.6 µM; hit rate 1.2% among 360,000; AID 652154, 2013;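 active = mean replicate inhibition at least 60% with every replicate also reaching 60%; inconclusive = only one of the two criteria is met; inactive = mean below 60% and not all replicates reaching 60%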;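 also: luciferase light reporting Pax8 driven TPO promoter activity; plate controls were median of neutral control wells for no effect and mitoxantrone controls for full effect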
# CFTR F508del cor: F508del CFTR correction, initial screen, CFBE line, single point | CFBE cells, YFP halide quenching; stimulated with forskolin plus potentiator P3; % fluorescence drop versus neutral controls | activity (quench increase), % at 7.58 µM | hit rate 0.36% among 350,000 | AID 720511, 2013;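 active = mean added fluorescence quench of at least 8% versus neutral control, with both replicates also reaching 8%; inconclusive = only one of the mean or replicate conditions met; inactive = mean below 8% and not both replicates reaching 8%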;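 also: cells transiently co-express mutant CFTR-F508del with the halide-sensitive YFP; corrector assay measuring rescue of mutant channel to the surface after 24 h compound exposure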
# ERp5 inh: inhibitors of ERp5-driven insulin aggregation, primary screen, biochemical, turbidity, absorbance 650 nm, single point. 90 min. inhibition, % at 9.99 µM. hit rate 0.05% among 350,000;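 active = mean replicate inhibition above about 25%, with every replicate also reaching it, limit read from the data, passing the limit was not always enough; inconclusive = only one of those two criteria met; inactive = neither criterion met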
# Target sequence (Q15084 whole entry, looked up): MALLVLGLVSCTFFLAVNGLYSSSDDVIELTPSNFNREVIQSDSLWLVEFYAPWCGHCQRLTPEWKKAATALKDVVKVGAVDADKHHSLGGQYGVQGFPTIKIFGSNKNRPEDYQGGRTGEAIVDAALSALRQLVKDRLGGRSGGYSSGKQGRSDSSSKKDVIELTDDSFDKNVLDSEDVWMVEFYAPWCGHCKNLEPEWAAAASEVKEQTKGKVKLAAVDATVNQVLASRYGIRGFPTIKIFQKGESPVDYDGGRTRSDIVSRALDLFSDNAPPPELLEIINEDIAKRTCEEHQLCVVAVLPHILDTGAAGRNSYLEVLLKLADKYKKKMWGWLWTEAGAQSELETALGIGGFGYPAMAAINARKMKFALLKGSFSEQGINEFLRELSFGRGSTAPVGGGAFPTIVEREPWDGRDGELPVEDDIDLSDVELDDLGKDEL
# DENV2 CPE: inhibitors of DENV2 cytopathic effect, primary screen, cell-based, plate reader, single concentration | hit rate 1.7% among 350,000 | DENV2-infected cells, cytopathic effect rescue | CPE inhibition, % at 9.99 µM | AID 651640, 2012; in the data active = CPE inhibition above about 20%, passing the limit was not always enough; inconclusive = no clear call, values can overlap the other calls; tested in BHK-21 cells;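 also: 0% = median of neutral control wells and 100% = median of positive control wells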
# EWS-Fli inh: EWS/Fli-driven NR0B1 reporter inhibitors, primary screen, A673 cells, NR0B1 luciferase, luminescence, MLPCN library | viability-normalised | inhibition, % at 12.6 µM | hit rate 0.67% among 350,000;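 active = mean inhibition of at least 50% after viability correction, with every replicate also passing that limit; inconclusive = mean reaches 50% but only one of two replicates passes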;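 also: firefly luciferase signal divided by Alamar Blue viability fluorescence both relative to DMSO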
# ARNT TACC3 PPI: disruptors of ARNT/TACC3 protein interaction, primary screen, biochemical, AlphaScreen, single concentration | Transforming acidic coiled-coil-containing protein 3 (Homo sapiens), Q9Y6A5 | AlphaScreen His-ARNT PAS-B/GST-TACC3 binding, luminescence; TACC3 fragment carries E629A point mutation | inhibition, % at 9.99 µM | hit rate 0.66% among 390,000 | AID 623870, 2012;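 active = mean inhibition of replicates at least 50% and at least half of replicates each reaching 50%; inconclusive = half or more replicates reach 50% but mean below 50%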;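 also: 0% = complete ARNT plus TACC3 wells and 100% = ARNT alone without TACC3; many hits fall short of the cut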
# Xi reactivation: activators of inactive X chromosome reactivation, primary screen, imaging, XiGFP fibroblasts, GFP high-content imaging, set 2; activation, % at 7.58 µM; XiGFP mouse fibroblasts, % GFP-positive cells imaging, 3 d; cells co-treated with 5-aza-dC sensitizer; scaled so ellipticine positive control = 100%; hit rate 0.055% among 360,000;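 active = mean normalized replicate activation at least 10% and every replicate at or above 10%; inconclusive = only one of the two criteria met; inactive = mean below 10% and not all replicates reach 10%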;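 also: 0% = median of on-plate neutral control wells and 100% = ellipticine 6 µM median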
#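 material = 68-5-11 XiGFP fibroblast line | medium = DMEM plus 5-aza-dC sensitizer | schedule = 3 days compound exposure | benchmarks = positive control ellipticine, 6 µM final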
# GSIS activator: GLuc luminescence reporter in INS-1E cells, primary screen for activators of glucose-dependent secretion of insulin. INS-1E GLuc reporter insulin secretion, 2-3 h. activation, % at 16.6 µM. hit rate 0.61% among 370,000. AID 743287, 2014;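 active = lowest replicate activation of at least 40%, so every replicate reaches that level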;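 also: 0% = median of neutral control wells and 100% = median of IBMX positive control wells; some compounds called inactive have numbers as strong as hits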
# The depositor's hits bear a star; u = inconclusive; x = not tested or not shown; & = joins results of further samples. Outcome played no part in choosing rows; about 4.2% have a hit in one of these screens.
SMILES,PAX8 reporter,CFTR F508del cor,ERp5 inh,DENV2 CPE,EWS-Fli inh,ARNT TACC3 PPI,Xi reactivation,GSIS activator
COc1ccc(S(=O)(=O)Nc2ccc3c(c2)C(=O)N([C@H](C)CO)C[C@H](C)[C@H](CN(C)C(=O)Nc2cccc4ccccc24)OCCCC[C@H](C)O3)cc1,-13,-2.1,x,17,2,5,-1.0,1
CC(C)NC(=O)Nc1ccc2c(c1)C(=O)N([C@H](C)CO)C[C@H](C)[C@H](CN(C)Cc1ccc3c(c1)OCO3)OCCCC[C@@H](C)O2,-2,1.0,x,-6,-18,-2,-0.1,-3
COc1ccc(C(=O)NNC(=S)NC(=O)c2ccc(F)cc2)cc1Br,8,2.8,-1,-1,-4,x,0.2,1
S=c1[nH]nc(-c2ccccn2)n1/N=C/c1ccccc1,29,-0.8,5,u,7,57*,0.0,-2
CCC(=O)N1CC(=O)N2[C@@H](CO)[C@H](c3ccc(-c4ccc(C#N)cc4)cc3)[C@@H]2C1,x,1.4,2,u,-1,x,0.0,6
Cc1cc(C)cc(NC(=O)CCCN2C(=O)C(c3ccccc3)Oc3cccnc32)c1 (stereo not drawn),15,1.6,0,-5,x,-11,-0.1,0
CCOC(=O)C1(Cc2ccc(OC)cc2)CCN(C(=O)c2cc3ccccc3[nH]2)CC1,19,x,x,x,x,4,0.0,-27
COc1ccc(NC(=S)N(CCC(C)C)C2CCN(C(C)C)CC2)cc1Cl,-6,1.0,2,-6,-2,6,0.3,2
O=C(NNc1nc2ccccc2s1)c1ccc(F)cc1,48,3.4,0,-7,-9,7,0.2,3
C[C@@H]1CCCCO[C@@H](CN(C)C(=O)C2CCCCC2)[C@@H](C)CN([C@@H](C)CO)C(=O)c2cc(NS(=O)(=O)c3cccs3)ccc2O1,-4,1.4,x,-4,-3,19,0.5,-10
Cc1ccc2c(c1)N(CC(=O)N1CCOCC1)C(=O)CO2,11,0.1,0,-3,-7,-6,0.0,20
CSc1ccccc1NC(=O)c1ccccc1C,-12,-0.1,-3,x,-11,-3,0.0,10
Cc1cc(SCC(=O)N/N=C/c2ccc(O)cc2O)nc2ccccc12,23,1.9,4,-5,5,6,0.2,-7
CN(C)CC(=O)N1CCCCN2[C@H](C1)[C@H](c1ccc(-c3ccccc3)cc1)[C@@H]2CO,7,-2.6,8,u,-16,2,-0.1,7
Cc1ccc(S(=O)(=O)N2CCOCC2)cc1NC(=O)COC(=O)COc1ccccc1[N+](=O)[O-],5,-1.5,-9,0,2,33,-0.1,15
COc1ccc(NC(=O)Nc2ccc3c(c2)C(=O)N([C@H](C)CO)C[C@@H](C)[C@H](CN(C)Cc2ccc(-c4ccccc4)cc2)O3)cc1,x,-0.4,-7,0,6,16,0.2,-5
Cc1ccc(NS(=O)(=O)c2cc3c4c(cccc4c2)C(=O)NC3=O)cc1,17,-2.3,-2,u,25,1,0.0,5
COC(=O)C1(C)CCCC2(C)C3CCC(C(C)C)C(CO)C3C(CO)CC12 (stereo not drawn),3,8.0*,6,-2,6,x,-0.1,2
CCN(Cc1ccccc1)C(=O)c1ccc2c(=O)n3c(nc2c1)CCC3,x,-2.7,-2,4,-8,-19,0.0,12
COc1ccc(NC(=O)CN(C)C(=O)c2c(-c3c(F)cccc3Cl)noc2C)cc1,-5,-0.2,8,-3,-17,4,0.0,-12
C[C@H]1CCCCO[C@H](CN(C)Cc2ccc(Cl)c(Cl)c2)[C@@H](C)CN([C@@H](C)CO)C(=O)c2cc(NC(=O)NC3CCCCC3)ccc2O1,37,1.7,2,11,11,13,-1.2,11
C[C@@H]1CCCCO[C@@H](CN(C)Cc2ccccc2)[C@H](C)CN([C@@H](C)CO)C(=O)c2cc(N(C)C)ccc2O1,9,2.3,3,-17,2,8,0.0,8
COc1ccc(S(=O)(=O)N[C@H]2CC[C@@H](CCNC(=O)CN3CCOCC3)O[C@H]2CO)cc1,-23,-1.0,-3,94*,2,-15,0.1,3
Cc1cccc(OCCC(=O)N(C)CC(=O)Nc2cccc3ccccc23)c1,7,x,-1,-3,17,-2,0.2,-20
CCOc1ncnc2c1sc1nc3c(cc12)COC(C)(C)C3,-17,0.0,-4,-2,5,-10,0.0,6
COC(=O)c1[nH]c2ccccc2c1NC(=O)/C=C/c1ccc2c(c1)OCO2,-22,2.5,1,38*,-32,-2,0.0,-8
O=C1CC[C@H](O)CCN1[C@H](CSc1ccc(Br)cc1)Cc1ccccc1,1,1.7,8,-4,-8,1,0.1,-18
CCCCCCSc1cccc(-c2nc3ccc(Cl)cn3c2NCc2ccccc2)c1,-18&-13,-2.6&0.6,-2&1,-1&-4,22&3,x,0.1&-0.1,-20&3
Cc1c(C=O)c2ccccn2c1C(=O)c1cccs1,-1,-2.9,1,2,-3,5,0.0,0
CC(C)C#Cc1ccc([C@@H]2[C@@H](CO)N3C(=O)CN(C(=O)NC4CCCC4)C[C@H]23)cc1,10,-1.8,5,-4,-5,x,0.0,-2
C[C@@H]1CN([C@@H](C)CO)C(=O)c2cc(NC(=O)Nc3ccccc3)ccc2O[C@@H]1CN(C)S(C)(=O)=O,-13,-0.9,-2,-4,0,-5,0.1,23
CO[C@H]1CN(C)C(=O)c2ccc(NC(=O)c3ccccc3F)cc2OC[C@H](C)NC[C@@H]1C,x,-1.4,0,-4,x,x,0.0,-1
CCOc1ccccc1CN1CCNC(=O)C1CC(=O)NCCc1ccccn1 (stereo not drawn),2,0.2,3,-3,-7,2,0.3,-2
COc1ccc(-c2ccc3n(c2=O)C[C@@H]2[C@@H](CO)[C@H](C(=O)NCC4CC4)[C@H]3N2S(C)(=O)=O)cc1,-1,-3.4,4,1,-4,-10,-0.1,11
CC(C)(C)c1nnc2sc(SCC(=O)N3CCc4ccccc43)nn2c1=O,-14,-0.8,1,2,7,1,0.0,6
C[C@@H]1CN([C@@H](C)CO)C(=O)c2cc(NC(=O)CCN3CCOCC3)ccc2O[C@@H]1CN(C)C(=O)Nc1ccc(F)cc1,-4,-3.2,-4,19,-1,-3,0.0,24
O=C(C[C@@H]1C[C@H]2c3cc(NC(=O)C4CCOCC4)ccc3O[C@H]2[C@H](CO)O1)NCc1ccc(Cl)cc1,2,-0.9,4,-5,11,-12,0.3,-8
COc1ccccc1CNCC(O)Cn1c2ccccc2c2ccccc21 (stereo not drawn),9,x,x,x,x,-1,0.0,-22
O=C(Cn1cc2c(n1)CCCC2)NCC1CCCO1 (stereo not drawn),-5,1.9,5,-5,0,-3,0.2,17
O=C(COC(=O)c1ccco1)c1ccc(F)cc1,-9,-0.1,-1,0,-6,-23,0.3,2
CC(C)(C)n1nnnc1C1c2ccccc2C(=O)N1CCc1c[nH]c2ccccc12 (stereo not drawn),12,-1.6,-1,1,-2,x,0.1,-3
COc1cc(OC)c(NC(=S)Nc2cccc(C)c2)cc1Cl,14,x,x,x,x,5,0.0,-22
CCOC(=O)C1CCN(C(=O)Cn2nc(CC)n3cccc3c2=O)CC1,10,-1.5,3,-1,x,-12,0.0,5
CO[C@@H]1CN(C)C(=O)c2cc(NC(=O)C3CC3)ccc2OC[C@H](C)N(CCC(F)(F)F)C[C@H]1C,15,1.5,0,-2,8,1,0.0,-7
CC(=O)c1ccc(N2CCN(C(=O)C3CCN(S(=O)(=O)c4ccc5c(c4)CC(C)N5C(C)=O)CC3)CC2)cc1 (stereo not drawn),-24,4.8,-13,2,0,-1,0.0,-38

# Grouped by structure, the compounds so far with a tert-butyl group (2)
SMILES,PAX8 reporter,CFTR F508del cor,ERp5 inh,DENV2 CPE,EWS-Fli inh,ARNT TACC3 PPI,Xi reactivation,GSIS activator
CC(C)(C)c1nnc2sc(SCC(=O)N3CCc4ccccc43)nn2c1=O,-14,-0.8,1,2,7,1,0.0,6
CC(C)(C)n1nnnc1C1c2ccccc2C(=O)N1CCc1c[nH]c2ccccc12 (stereo not drawn),12,-1.6,-1,1,-2,x,0.1,-3

# (list continues)
SMILES,PAX8 reporter,CFTR F508del cor,ERp5 inh,DENV2 CPE,EWS-Fli inh,ARNT TACC3 PPI,Xi reactivation,GSIS activator
O=C(NC1CC1)c1[nH]c(C(F)(F)F)nc1-c1ccccc1,0,1.0,3,6,-1,x,0.0,-2
C[C@@H]1CN([C@H](C)CO)C(=O)c2cc(NC(=O)c3ccccc3)ccc2O[C@@H](C)CCCCO[C@H]1CN(C)C(=O)Nc1ccc(C(F)(F)F)cc1,0,2.3,-5,-1,5,x,-0.9,10
C[C@@H]1CN([C@H](C)CO)S(=O)(=O)c2ccc(C#C[C@@H](C)O)cc2O[C@@H]1CN(C)Cc1ccncc1,x,-2.6,-5,-1,-10,10,0.3,8
C/C=C/C=C/C(=O)N1CC2(CC(c3cccc(NC(=O)CCCCC)c3)=NO2)C[C@H]1C(N)=O (stereo partly drawn),11,0.1,-1,x,-3,3,0.0,x
O=C(c1cccnc1)N1CC2(C1)[C@H](c1ccccc1)[C@H](CO)N2C(=O)c1cccnc1,x,-4.0,3,-13,1,x,0.1,-3
Cc1[nH]n(-c2ccccc2)c(=O)c1C(=O)c1ccccc1,12,-2.2,4,8,-15,-19,0.2,5
O=C(COc1cccc2ccccc12)N/N=C/c1ccccc1OCc1ccc(C(=O)O)cc1,0,1.2,-1,-8,-12,3,0.1,-3
Cc1cccc(Nc2nnc(SCC(=O)Nc3ccccc3[N+](=O)[O-])s2)c1C,-11,x,x,x,x,-3,0.0,-19
CC(C)NC(=O)CN1CCN(C(c2ccnc3ccccc23)c2nnnn2-c2ccc3c(c2)OCCO3)CC1 (stereo not drawn),-3,1.3,4,-6,5,x,0.5,2
NC1=NC(=O)/C(=C\c2ccsc2)S1,-7,-0.9,-2,-4,7,x,0.1,-1
Cn1cc(S(=O)(=O)NC[C@H]2O[C@@H](n3cnc4c(N)ncnc43)[C@H](O)[C@@H]2O)cn1,-7,-1.5,-5,-3,-5,37,0.1,-6

# Record cards (already shown). Order of values: PAX8 reporter	CFTR F508del cor	ERp5 inh	DENV2 CPE	EWS-Fli inh	ARNT TACC3 PPI	Xi reactivation	GSIS activator
# `NC1=NC(=O)/C(=C\c2ccsc2)S1` as listed: -7	-0.9	-2	-4	7	x	0.1	-1
# `O=C(COc1cccc2ccccc12)N/N=C/c1ccccc1OCc1ccc(C(=O)O)cc1` as listed: 0	1.2	-1	-8	-12	3	0.1	-3
# `C[C@@H]1CN([C@H](C)CO)S(=O)(=O)c2ccc(C#C[C@@H](C)O)cc2O[C@@H]1CN(C)Cc1ccncc1` as listed: x	-2.6	-5	-1	-10	10	0.3	8

# Screens deposited in PubChem BioAssay by Broad Institute.
